PPARg SRC2 recr: promotes SRC-2 coactivator recruitment by human PPARgamma; P37231; PPARgamma LBD-SRC-2 recruitment, biochemical; activation, % at 8 µM; 200,000 tested, 0.34% active; in the data active = activation above about 22%;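 also: 0% = vehicle and 100% = reference agonist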
Target sequence (P37231 whole entry, looked up, the tested form may be a part): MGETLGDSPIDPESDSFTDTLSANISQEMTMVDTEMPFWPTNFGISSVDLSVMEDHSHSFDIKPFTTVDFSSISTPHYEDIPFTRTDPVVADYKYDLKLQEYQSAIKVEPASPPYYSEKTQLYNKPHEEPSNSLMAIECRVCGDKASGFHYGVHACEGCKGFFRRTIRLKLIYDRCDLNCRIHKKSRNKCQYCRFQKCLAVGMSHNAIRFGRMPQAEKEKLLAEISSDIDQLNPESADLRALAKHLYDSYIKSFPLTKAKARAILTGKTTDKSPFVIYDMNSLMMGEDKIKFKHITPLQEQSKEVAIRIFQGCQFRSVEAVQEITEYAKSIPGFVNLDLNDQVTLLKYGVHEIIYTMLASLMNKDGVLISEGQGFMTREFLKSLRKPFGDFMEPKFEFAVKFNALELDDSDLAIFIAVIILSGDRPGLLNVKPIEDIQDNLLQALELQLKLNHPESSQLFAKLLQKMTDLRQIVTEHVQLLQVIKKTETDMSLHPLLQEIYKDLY
PPARg SRC-1 ag: PPARgamma-driven SRC-1 recruitment agonism; PPARgamma-SRC-1 coactivator recruitment biochemical assay; activation, % at 8 µM; 200,000 tested, 0.41% active; AID 631; in the data active = activation above about 19%;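 also: 0% = DMSO and 100% = reference agonist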
bIAP activator: intestinal alkaline phosphatase (bovine) activation | 200,000 tested, 0.17% active | activation factor at 20 µM | purified bovine IAP, CDP-star luminescence, 30 min; active compounds read high; fold of DMSO-control signal, blank-subtracted;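 active = activation factor of 2 or more at 20 µM, a signal rise over negative controls twice the positive control's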
STAT3 activator: increases IL-6 driven STAT3 reporter signal; activation (% of control), % at 5.6 µM; U3A cells, IL-6 STAT3-luciferase reporter, luminescence; 100% = signal with IL-6 EC80 alone; 190,000 tested, 0.91% active;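 active = activation above the screen-wide mean of compound activation plus 3 SD, cut at about 130% in these data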;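 also: 0% = background luminescence of wells with medium and substrate only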
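Detection: reporter luminescence signal / Assay system: STAT1-lacking human U3A cells, STAT3 luciferase reporter / Incubation: compound pre-incubation 1 h before IL-6, then 6 h stimulation at 37 °C / Control set: IL-6-only high control / Read-out: % activation relative to IL-6 control / Probe or stimulus: Interleukin-6, 33 ng/mL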
PPARg SRC-3 ag: PPARgamma-driven SRC-3 recruitment agonism | AID 731 | activation, % at 8 µM | biochemical PPARgamma/SRC-3 coactivator recruitment assay | 200,000 tested, 0.26% active | P37231; in the data active = activation above about 23%;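 also: 0% = DMSO and 100% = reference agonist; some compounds past the cut are filed as inactive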
bIAP inhibitor: blocks bovine intestinal alkaline phosphatase activity | purified bovine IAP, CDP-star luminescence, 30 min | inhibition, % at 20 µM | 190,000 tested, under 10 active;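 active = over 50% inhibition of intestinal alkaline phosphatase at 20 µM in the single-dose screen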
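System: purified bovine intestinal alkaline phosphatase (IAP) enzyme; Input: IAP diluted 1/65,000,000 in the well; Measured by: CDP-star luminescence signal; Compound dosing: 20 µM single dose; Incubation: 30 min reaction at room temperature.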
TNAP act hi DEA: increases human TNAP activity under high phosphate acceptor concentration | activation factor at 20 µM | purified TNAP, CDP-star luminescence, 1 M DEA, 30 min; active compounds read high; 0 = EDTA background, 1 = DMSO-only activity | AID 1136 | 200,000 tested, under 10 active | P05186;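 active = activation factor at least 2 at 20 µM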
Target sequence (P05186 whole entry, looked up): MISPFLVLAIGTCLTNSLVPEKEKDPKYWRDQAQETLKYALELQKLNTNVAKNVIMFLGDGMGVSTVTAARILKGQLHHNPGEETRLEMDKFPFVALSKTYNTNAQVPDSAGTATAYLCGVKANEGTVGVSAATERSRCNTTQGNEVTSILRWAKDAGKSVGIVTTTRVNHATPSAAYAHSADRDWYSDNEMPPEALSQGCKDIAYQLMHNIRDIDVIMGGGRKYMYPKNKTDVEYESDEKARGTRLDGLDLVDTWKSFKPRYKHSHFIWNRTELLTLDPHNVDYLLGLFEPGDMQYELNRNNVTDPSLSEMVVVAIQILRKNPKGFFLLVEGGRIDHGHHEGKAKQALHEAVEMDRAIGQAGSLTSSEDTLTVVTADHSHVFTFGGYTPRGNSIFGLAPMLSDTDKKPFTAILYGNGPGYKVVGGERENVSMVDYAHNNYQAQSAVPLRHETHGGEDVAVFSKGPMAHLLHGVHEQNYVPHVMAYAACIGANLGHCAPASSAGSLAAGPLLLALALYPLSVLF
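Test system – human TNAP · Doses – 20 µM single point · Incubation – 30 min, room temperature · Signal – luminescent substrate turnover signal · Read-out basis – activation factor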
ROMK mod: human ROMK K+ channel modulation, primary screen; Tet-inducible ROMK, thallium flux fluorescence; actives lie on both sides; B-score at 10 µM; 130,000 tested, 2% active;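 active = signal ratio slope over the read window, or its plate-corrected B-score, at least 3 SD from the plate mean, either direction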;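 also: B-score of the F/F0 ratio slope over 7 to 12 s after thallium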
STAT3 inh: STAT3 signaling inhibition; 190,000 tested, 0.89% active; U3A cells, IL-6 STAT3-luciferase reporter, luminescence; host cell line lacks STAT1; inhibition, % at 5.5 µM;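 active = inhibition above the mean inhibition across all screened compounds plus 3 SD, cut at about 44% in these data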;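 also: 0% = DMSO only wells and 100% = 100 µM nifuroxazide control wells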
STAT1 inh: STAT1 signaling inhibition; NIH 3T3 STAT1-luciferase reporter, IFN-gamma, luminescence; AID 920; inhibition, % at 5.5 µM; 200,000 tested, 0.35% active;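 active = inhibition above a set limit, the mean inhibition across all tested compounds plus 3 SD, cut at about 34% in these data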;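 also: 0% = IFN-gamma with DMSO and 100% = IFN-gamma with 300 µM nifuroxazide; values of inactives mirror those of a sister screen read the other way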
SRC2 TRFRET art: counter-screen for PPARgamma SRC-2 recruitment agonists: TR-FRET artefact | active compounds read high | TR-FRET ratio at 8 µM | 200,000 tested, 0.4% active; in the data active = TR-FRET ratio above about 2000; also: inactives centre near 1500
Numbers without * were called inactive; / = not tested or not shown. Compounds were not picked by outcome. Share with any hit: about 3.7%.

cpd	Compound	TNAP act hi DEA	bIAP inhibitor	STAT3 inh	bIAP activator	STAT1 inh	ROMK mod
1	CN(C)CCN1C(=O)C(O)=C(C(=O)c2ccco2)C1c1ccccc1F (centres undefined)	1	1	6	1	-3	/
2	COc1ccc(C2CC(c3cccc(C)c3)n3nc(N)nc3N2)cc1 (centres undefined)	1	0	-4	1	2	/
3	Cc1nc(-c2cccc(NS(=O)(=O)c3cccc4ccccc34)c2)cs1	1.1	10	-9	0.9	5	0.042
4	CC(=O)c1ccc(N2CCN(C(=O)CCCc3nc4ccccc4s3)CC2)cc1	1	4	17	1	1	-1.9
5	Cc1ccccc1C(=O)Nc1ccccc1-c1nnn(CC(=O)Nc2ccc3c(c2)OCCO3)n1	1.1	11	3	0.9	-5	-0.0014
6	COc1ccc(N/C=C2/Sc3ccccc3NC2=O)cc1	1.1	-2	-10	1	-71	-0.011
7	COc1ccccc1CNC(=O)COC(=O)c1ccc(S(=O)(=O)N2CCCC2)cc1	1	-3	2	1	-10	1
8	COc1ccccc1/C=C/C(=O)c1ccc(Cl)cc1	1	25	-10	0.8	4	/
9	O=C(NC(=S)Nc1ccc2cn[nH]c2c1)c1ccccc1	1	1	-8	1	-53	-0.066
10	COc1ccc(NC(=O)c2[nH]ncc2[N+](=O)[O-])cc1	1	-17	6	1.2	-17	-1.3
11	Cc1nn(-c2ccccc2)c(C)c1C(=O)OCC(=O)NC(=O)NC1CCCC1	1	2	20	1	10	/
12	COc1ccc2[nH]c(=O)c(CN(CCO)S(=O)(=O)c3c(C)ccc4nsnc34)cc2c1	1	6	3	0.9	4	0.64
13	CCOC(=O)Cn1nc(C)n(-c2c(C)cccc2C)c1=O	1	-18	-3	1.2	8	-0.084
14	O=C(COc1ccccc1)N1CCN(S(=O)(=O)c2ccc(Cl)cc2)CC1	1	22	-7	0.8	2	0.0097
15	N#Cc1nc(COc2ccccc2F)oc1NCc1ccc(F)cc1	1.1	18	0	0.8	-8	/

cpd	PPARg SRC2 recr	STAT3 activator	SRC2 TRFRET art	PPARg SRC-1 ag	PPARg SRC-3 ag
1	1	98	1559	-2	8
2	1	103	1759	8	3
3	3	108	1529	1	6
4	7	92	1717	0	2
5	-3	104	1443	1	-1
6	8	110	1780	15	6
7	-5	100	1463	-5	-2
8	5	113	1494	-1	10
9	5	113	1800	2	2
10	2	100	1529	2	4
11	-7	87	1529	7	0
12	-3	98	1506	5	-1
13	6	106	1440	10	4
14	5	106	1445	1	1
15	-1	108	1476	8	1

Reformatted with one line to a screen: entries from further up.
6. COc1ccc(N/C=C2/Sc3ccccc3NC2=O)cc1
7. COc1ccccc1CNC(=O)COC(=O)c1ccc(S(=O)(=O)N2CCCC2)cc1
assay / compound	6	7
TNAP act hi DEA	1.1	1
bIAP inhibitor	-2	-3
STAT3 inh	-10	2
bIAP activator	1	1
STAT1 inh	-71	-10
ROMK mod	-0.011	1
PPARg SRC2 recr	8	-5
STAT3 activator	110	100
SRC2 TRFRET art	1780	1463
PPARg SRC-1 ag	15	-5
PPARg SRC-3 ag	6	-2

Other entries
cpd	Compound	TNAP act hi DEA	bIAP inhibitor	STAT3 inh	bIAP activator	STAT1 inh	ROMK mod
16	COc1ccc(N2CCN(C(=O)c3ccc4c(=O)n(CC5CCCO5)c(=O)[nH]c4c3)CC2)cc1 (centres undefined)	1.1	4	8	1	4	-1.2
17	O=C(Nc1ccc(C(=O)O)cc1)/C(=C\c1ccc2c(c1)OCO2)NC(=O)c1ccco1	1.1	-25	-2	1.2	3	-0.79
18	Cc1ccc(SC(CC(=O)c2ccc(C(C)(C)C)cc2)C(=O)O)cc1 (centres undefined)	1	10	9	0.9	-1	2
19	CCN1C(=O)N(CC)C2C1N(CO)C(=O)N2CO (centres undefined)	1	-2	3	1	5	-0.34
20	COC(=O)c1cc2nc(-c3ccc(OC)c(OC)c3)cc(C(F)(F)F)n2n1	1.1	-4	8	1	0	0.64
21	O=C(Nc1ccccc1F)C(=Cc1sc(N2CCOCC2)nc1-c1ccccc1)C(=O)Nc1ccccc1F	0.9	19	-3	0.8	0	/
22	CCCC(O)(c1ccc(OC)cc1)C(CN(C)C)c1ccccc1 (centres undefined)	1	6	-15	0.9	-6	-0.23
23	O=C(/C=C/c1ccccc1Cl)N1CCCN(C(=O)/C=C/c2ccccc2Cl)CC1	1	12	19	0.9	6	/
24	CN(CC(=O)OCC(N)=O)S(=O)(=O)c1ccc(Cl)cc1	1.1	8	9	0.9	-2	-1.2
25	COc1ccc(Cl)cc1-n1c(C)cc(C=O)c1C	1	35	4	0.6	3	0.07
26	C=CCOc1cccc(C2c3c(oc4ccccc4c3=O)C(=O)N2c2ccccn2)c1 (centres undefined)	1.1	5	5	0.9	4	/
27	Cn1nnnc1SCC(=O)NCC(=O)c1ccccc1	1	-1	3	1	5	-0.93
28	CCOc1ccc(NC(=O)CSc2nc3cccnc3n2CC)cc1	1.1	10	3	0.9	0	/
29	N#Cc1c(NC(=O)c2ccccc2)sc2c1CCCCC2	1	-12	52*	1.1	-20	/
30	CCN(CC)S(=O)(=O)c1ccc(N=N/C(C(C)=O)=C(/C)O)cc1	1.1	11	-5	0.9	2	-0.27

cpd	PPARg SRC2 recr	STAT3 activator	SRC2 TRFRET art	PPARg SRC-1 ag	PPARg SRC-3 ag
16	3	97	1639	1	3
17	0	102	1533	10	0
18	-3	100	1598	8	11
19	3	102	1689	4	4
20	-11	98	1434	3	-13
21	8	99	1347	-1	2
22	6	112	1648	-2	0
23	-9	83	1619	-3	1
24	-9	98	1600	-1	-5
25	-5	102	1294	-4	-9
26	0	100	1571	3	-6
27	-4	99	1616	12	3
28	-3	101	1458	-7	-3
29	9	58	1557	10	5
30	9	104	1637	5	0

(list continues)
cpd	Compound	TNAP act hi DEA	bIAP inhibitor	STAT3 inh	bIAP activator	STAT1 inh	ROMK mod
31	COCCn1c(-c2ccc(OC)cc2)cnc1SCC(=O)Nc1ccc(OC)cc1OC	1	16	-11	0.8	4	-1.4
32	CC/C(C)=N\N=C\c1c(O)n(CC)c2cc(C3=NNC(=O)CC3)ccc12	1	-6	10	1.1	-1	-0.82
33	COC(=O)[C@H](CCSC)NC(=O)N1CCC(C)CC1	1	6	3	0.9	-1	/
34	O=C1C=C(O)C(n2cncn2)C(c2ccc3c(c2)OCO3)C1 (centres undefined)	1	-5	1	1.1	-7	-0.34
35	CC1=CN2C(=NC(=O)CC2(C)C(=O)N(CC(=O)NC2CCCC2)c2cc(C)cc(C)c2)C=C1 (centres undefined)	1	0	8	1	0	0.95
36	CC1=C(C(=O)OC2CCCCCCC2)C(c2cccc(O)c2)NC(=O)N1 (centres undefined)	1	5	6	0.9	-4	-0.086
37	O=C(Cn1[nH]c(=O)c2ccccc2c1=O)NCc1cccnc1	1.1	2	2	1	3	-0.89
38	CC(C)N=C(Nc1ccc(Cl)cc1)c1cccnc1	1	-8	13	1.1	1	/
39	COC(=O)/C=C1\S/C(=N/N=C/c2ccco2)NC1=O	0.9	17	3	0.8	-5	-0.042
40	CC(=O)N(Cc1c(C)nn(-c2ccccc2)c1Cl)c1ccc(Cl)cc1	1	-5	4	1	-3	/
41	COCCNc1c2c(nc3c(-c4ccccc4)c(C)nn13)CCCC2	1	-3	17	1	-5	/
42	Fc1ccc(Nc2nc(N/N=C/c3ccco3)nc(N3CCCCC3)n2)cc1	1	-1	14	1	-5	-1.6
43	Brc1ccc2c(c1)OCCOCCOCCOCCOCCO2	1	15	-2	0.9	5	/
44	CCc1nc(NCCN2CCOCC2)c(C#N)c2c1CCCC2	1	8	8	0.9	-2	/
45	CCOC(=O)C1CCN(c2c(-c3ccccc3)c3cc(Cl)ccc3[nH]c2=O)CC1	1	9	2	0.9	-7	/

cpd	PPARg SRC2 recr	STAT3 activator	SRC2 TRFRET art	PPARg SRC-1 ag	PPARg SRC-3 ag
31	-2	114	1294	1	-1
32	13	94	1536	2	14
33	14	99	1554	-2	3
34	8	102	1674	0	-2
35	2	98	1725	8	1
36	0	101	1464	1	1
37	2	102	1579	6	-3
38	-3	94	1483	-3	4
39	8	103	1658	1	-1
40	17	99	1659	0	-11
41	4	89	1409	6	9
42	4	90	1538	7	5
43	7	98	1516	1	-6
44	6	96	1535	0	3
45	8	103	1701	12	6

Further entries:
cpd	Compound	TNAP act hi DEA	bIAP inhibitor	STAT3 inh	bIAP activator	STAT1 inh	ROMK mod
46	O=C(CSc1nnnn1-c1cccc(C(=O)O)c1)NC(c1ccccc1)c1ccccc1	1.1	18	3	0.8	-3	0.023
47	CC(NC(=O)c1cc(COc2c(F)cccc2F)on1)c1cnn(-c2ccccc2)c1 (centres undefined)	1.1	17	14	0.8	-29	-0.52
48	Cc1ccc(CSc2nc3c(c(SCC(=O)O)n2)CCCC3)cc1	1	7	14	0.9	2	/
49	N#Cc1nc(N2CCCC2)nc(N2CCCC2)n1	1	1	56*	1	7	-3.4*
50	Cc1cc(C)n(-c2ccc3cccc(NS(C)(=O)=O)c3n2)n1	1.1	4	8	1	-3	1.1
51	CCc1ccc(/C=N/NC(=O)c2ccc(OC3CCCC3)cc2)s1	1	29	9	0.7	3	0.69
52	C=CCn1c(Br)nc2c1c(=O)[nH]c(=O)n2C	1.1	-1	4	1	-15	-1.1
53	Cc1nn(Cc2ccccc2)c(Cl)c1C(=O)OC1CCOC1=O (centres undefined)	1.1	-1	4	1	-2	-0.22
54	CCn1c(SCC(=O)NCC2CCCO2)nc2cc(S(=O)(=O)N3CCCCC3)ccc21 (centres undefined)	1.1	-3	-4	1	-10	/

cpd	PPARg SRC2 recr	STAT3 activator	SRC2 TRFRET art	PPARg SRC-1 ag	PPARg SRC-3 ag
46	3	103	1555	0	-2
47	8	92	1851	-3	2
48	0	93	1943	5	7
49	1	52	1556	4	-2
50	-7	93	1390	-6	2
51	9	91	1704	4	-5
52	-4	100	1263	0	-3
53	9	100	1705	13	-6
54	-11	106	1474	-6	2

One compound at a time, from the list above. Order of values: TNAP act hi DEA, bIAP inhibitor, STAT3 inh, bIAP activator, STAT1 inh, ROMK mod, PPARg SRC2 recr, STAT3 activator, SRC2 TRFRET art, PPARg SRC-1 ag, PPARg SRC-3 ag
Entry for CCc1ccc(/C=N/NC(=O)c2ccc(OC3CCCC3)cc2)s1 = 1, 29, 9, 0.7, 3, 0.69, 9, 91, 1704, 4, -5
Entry for CCOc1ccc(NC(=O)CSc2nc3cccnc3n2CC)cc1 = 1.1, 10, 3, 0.9, 0, /, -3, 101, 1458, -7, -3
Entry for CC(=O)N(Cc1c(C)nn(-c2ccccc2)c1Cl)c1ccc(Cl)cc1 = 1, -5, 4, 1, -3, /, 17, 99, 1659, 0, -11
Entry for COc1ccccc1/C=C/C(=O)c1ccc(Cl)cc1 = 1, 25, -10, 0.8, 4, /, 5, 113, 1494, -1, 10

Source: PubChem BioAssay
